aGlu spleen mod: inhibitors or activators of human alpha-glucosidase in spleen homogenate | human spleen homogenate, 4-MU-alpha-glucoside fluorescence | Potency, µM (titrated, usually from 79.9 µM), for inactives: at the top dose activity change, negative = inhibition, actives largely listed as inhibitors | actives 0.006% (n = 240,000) | AID 2112;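 further: 0% = enzyme with vehicle and -100% = no enzyme basal signal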
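Compounds were titrated against alpha-glucosidase in spleen homogenate at pH 5.0, with 1 mM 4-methylumbelliferyl substrate for 40 min at 37 C. Reactions were quenched with pH 10 NaOH/glycine and fluorescence measured.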
HTT cytoprotect: cytoprotection in Huntington HTT-Q103 PC12 cell model | PC12 HTT-Q103 induced, cytoprotection, ATP luminescence, 40 h | Potency, µM (top dose mostly 56.4 µM), without a hit: cytoprotection (ATP increase), most hits filed as activators | actives 0.14% (n = 230,000) | AID 1471;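 further: % of control where 0% means no effect; nearly all actives have a fitted effect of over 45% in size; toxic huntingtin expression switched on by the ecdysone agonist tebufenozide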
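ATP quantification (ATPlite) reports survival of PC12 cells in which tebufenozide, 100 nM final, switches on Htt exon 1 with 103 glutamines linked to GFP; compounds are titrated.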
GAA glycogen mod: inhibitors or activators of human alpha-glucosidase glycogen cleavage; Potency, µM (titrated, usually from 76.4 µM), without a hit: at the top dose activity change, negative = inhibition, hits mostly inhibitors; actives 0.38% (n = 300,000); recombinant GAA, glycogen substrate, Amplex Red glucose oxidase fluorescence;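 further: 0% = full enzyme reaction and -100% = no-enzyme basal signal; the screen sought inhibitors and activators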
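Natural-substrate format: glycogen cleavage by 4 nM human enzyme, glucose read by Amplex Red coupling (Ex 573, Em 610 nm). Normalized to enzyme and no-enzyme controls.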
IMPase Li inh: IMPase inhibition in cells with lithium potentiation | Potency, µM (titrated, usually from 59.4 µM), for the others: at the top dose activity, negative = IMPase inhibition, actives largely listed as inhibitors | CHO-M1 cells, IP1 TR-FRET (IP-One), carbachol + lithium | actives 0.35% (n = 210,000) | AID 1457;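 further: IP1 builds up when IMPase is blocked and the TR-FRET signal falls; plate controls were basal vehicle for no effect and high inhibitor control for full effect; nearly all actives have a fitted effect of over 50% in size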
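Test compounds were applied to CHO-M1 cells previously cultured for 16–30 h at 2000 per well. A small lithium amount accompanied them; after 30 min at 37C, IP1 was quantified by TR-FRET.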
GoLoco inh red: inhibitors of human Gai1-RGS12 GoLoco interaction (red fluorophore); P63096; Gai1:RGS12 GoLoco peptide FP, rhodamine, 10 min; Potency, µM (series often up to 61.6 µM), for the others: at the top dose activity, negative = inhibition, usual class: inhibitors; actives 0.44% (n = 230,000); active means well fitted inhibition curve with a large enough effect, not every such curve was filed as active; inactive means no such curve, though single readings can be large or run the other way; further: on the % scale 0 is the no-effect control and ±100 the full control effect; nearly all actives have a fitted effect of over 30% in size; many of its hits are not listed in these tables
Target sequence (P63096 whole entry, looked up): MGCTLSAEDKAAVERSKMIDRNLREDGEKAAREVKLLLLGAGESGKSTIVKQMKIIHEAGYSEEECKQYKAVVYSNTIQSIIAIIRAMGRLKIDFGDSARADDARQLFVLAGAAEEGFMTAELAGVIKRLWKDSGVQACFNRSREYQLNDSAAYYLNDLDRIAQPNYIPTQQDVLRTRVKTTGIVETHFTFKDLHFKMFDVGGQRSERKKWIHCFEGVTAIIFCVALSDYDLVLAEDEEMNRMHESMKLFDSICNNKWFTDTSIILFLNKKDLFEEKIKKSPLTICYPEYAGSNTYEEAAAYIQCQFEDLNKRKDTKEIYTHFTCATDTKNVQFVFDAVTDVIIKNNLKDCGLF
HTT aggregate: mutant huntingtin aggregation inhibition | PC12 HttQ103-GFP aggregates, Acumen cytometry, 40 h | Potency, µM (series often up to 46.1 µM), for inactives: at the top dose activity change, negative = inhibition, hits mostly inhibitors | actives 1.1% (n = 220,000) | AID 1688; further: on the % scale 0 is the no-effect control and ±100 the full control effect; nearly all actives have a fitted effect of over 60% in size
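Inducible Q103 Huntingtin exon 1–GFP PC12 line, 1500 cells/well in phenol red free DMEM with 5% equine and 5% calf serum. Tebufenozide 100 nM induced expression; compounds titrated; aggregates quantified by cytometry.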
GAA inhib: alpha-glucosidase (human) inhibition | P10253 | purified human GAA, 4-MU-alpha-glucoside fluorescence | Potency, µM (highest dose often 76.9 µM), for inactives: at the top dose activity change, negative = inhibition, actives largely listed as inhibitors | actives 0.005% (n = 200,000) | AID 1466;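 further: plate controls were uninhibited enzyme wells for no effect and no-enzyme background for full effect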
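qHTS format, compound range up to 77 uM. Human lysosomal enzyme at 4 nM, 400 uM 4-MU glucoside substrate, pH 5.0, 20 min room temperature; fluorescence after alkaline stop gives activity normalized to controls.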
Starred values were filed as active, the others as inactive; ? = inconclusive; · = no result given; [ ] = another dose, or the depositor's remark. Unless noted, the call rests on the fitted dose curve; in most records, active means well fitted curve in the direction sought with a large enough effect; inconclusive means small, poorly fitted or top-dose-only effect, or another doubt; inactive means no such curve, though single readings can be large; an effect the other way counts as inactive or inconclusive. Potency means the concentration at half of the fitted maximal effect. This is a subset; rates above refer to the full screens.

SMILES | aGlu spleen mod | HTT cytoprotect | GAA glycogen mod | IMPase Li inh | GoLoco inh red | HTT aggregate | GAA inhib
COc1ccccc1CN(C)CC(=O)Nc1ccc(Cl)cc1C(F)(F)F | -3% | 1%[1.9 µM] | -15% | 5% | -11% | -2% | -2%
COC(=O)c1c(C(=O)OC)c(-c2cccc(Cl)c2)n2c1CS(=O)C2 (stereo not drawn) | 8% | 14%[10 µM] | -17% | -2% | -1% | -13% | 7%
COc1cc2[nH]c(=S)nc(NC3CCCC3)c2cc1OC | · | -3% | -7% | -3% | -2% | -10% | -10%
CN(C)S(=O)(=O)c1ccc(-c2ccccc2)cc1 | -1% | -7% | 3% | 2%[38.3 µM] | 6% | -1%[9.22 µM] | -14%
Cc1nc(-c2ccc(Cl)cc2)sc1C(=O)NNC(=O)C(C)C | 0% | 20%[10 µM] | 0% | · | 4% | 15%[9.22 µM] | ·
COC(=O)c1ccc(NC(=O)C2CCCN2S(=O)(=O)c2ccc(C)cc2)cc1 (stereo not drawn) | -5% | -11%[10 µM] | 5% | 8% | -9% | 3% | -28%
Cn1cnc2nc3n(c2c1=O)CCC3 | 2% | -3% | 3% | -12%[38.3 µM] | 1% | -10% | -5%
COc1cc2nc(N3CCN(C(=O)[C@@H]4CCCO4)CC3)nc(N)c2cc1OC | 16%[29.1 µM] | -38%[inhibitor] | -9%[76.3 µM] | 5% | 6%[21.6 µM] | 16% | ·
O=C(CCn1c(=S)[nH]c2ccccc2c1=O)NCCc1ccc(Cl)cc1 | · | -36% | 10% | ? | 18% | 4% | 1%
CCCCS(=O)(=O)Nc1ccc(C(=O)NCC2CCCO2)cc1 (stereo not drawn) | 8% | 14% | 6% | 17%[38.3 µM] | -3% | 2% | 3%
COC(=O)c1[nH]c2cccc(C)c2c1NC(=O)CN1CCCc2ccccc21 | -13% | 24%[1.9 µM] | -2% | 24% | -9% | 0% | -4%
O=C(c1ccco1)N1CCN(c2ncnc3scc(-c4ccccc4)c23)CC1 | -2% | 2% | 3% | 26%[38.3 µM] | -1% | -6% | -14%
CC12CC3(C)CC(C)(C1)CC(C(=O)NCc1ccccn1)(C2)C3 | -12% | ? | 14% | 5% | -13% | 18% | 1%
NC(CCCP(=O)(O)O)C(=O)O (stereo not drawn) | -7% | · | · | 4% | 0% | · | ·
COC(=O)c1[nH]c2cccc(OC)c2c1NC(=O)CN1CCOCC1 | 0% | -9%[0.074 µM] | -2% | 0%[38.3 µM] | 3% | -6% | ?
C=CCN1C(=O)/C(=C\c2cc(Br)c(OCc3ccccn3)c(OC)c2)SC1=S | -1% | · | 19% | 20% | 56%[activator] | 2% | 3%
COCCNC(=O)C(=O)N/N=C/c1ccccc1C(F)(F)F | 2% | 14%[10 µM] | 6% | -2% | 5% | -2% | -1%
CS(=O)(=O)n1nc(-c2ccc(Cl)cc2)nc1N | -5% | 16%[10 µM] | 21% | -4% | 2% | 18%[9.22 µM] | 3%
CC(C)C(C)NC(=O)CN1C(=O)NC2(CCc3ccccc3C2)C1=O (stereo not drawn) | 7% | -13% | 2% | -10% | 4% | 0% | -8%
COc1ccc(S(=O)(=O)N/N=C(/C)c2ccc(Cl)cc2)cc1 | -3% | -30% | -13% | 3%[38.3 µM] | 0% | -9% | 7%
CCCc1cnc(N2CCN(S(C)(=O)=O)CC2)nc1 | -2% | 1%[10 µM] | 9% | · | -9% | -8%[9.22 µM] | 3%
CCCCC(CC)CN1C(=O)/C(=C/c2ccncc2)SC1=S (stereo not drawn) | -4% | -14% | 2% | 21%[38.3 µM] | 1% | -14% | -6%
CCOC(=O)CSc1nc2ccccc2c(=O)n1-c1ccc(C(=O)NCCOC)cc1 | -1% | 13% | 3% | -19%[38.3 µM] | 3% | 3% | 3%
CN(C)P(=NC(=O)COc1ccc(Cl)cc1Cl)(N(C)C)N(C)C | 2% | 8%[4.97 µM] | -8% | 2%[38.3 µM] | -1% | 6%[9.22 µM] | 2%
COc1ccc(NC(=O)N2CC3(CCN(C(=O)c4csnn4)CC3)C2)cc1 | -1% | 2% | · | 5% | -5% | · | ·
O=C(Nc1ccc(Cl)c(Cl)c1)N(Cc1cccnc1)Cc1ccco1 | 2% | -28% | 1% | · | · | 22% | ?
Cc1cnc(CNc2ncnc3ccc(-c4c(C)noc4C)cc23)cn1 | -4% | -52%[inhibitor] | · | 5% | 14% | · | ·
O=C(N=Nc1c(O)n(Cc2ccccc2)c2ccccc12)c1ccncc1 | 0% | -6%[10 µM] | -5% | · | 7% | 8%[9.22 µM] | ·
Cn1c(-c2ccc(F)cc2)cnc1NCc1cc2c(cc1[N+](=O)[O-])OCO2 | 1% | 3%[10 µM] | ? | -9% | 0% | 3% | 0%
COc1ccc(N(C(=O)COc2cccc(C)c2)S(=O)(=O)c2ccc(C)cc2)cc1 | 2% | 13%[10 µM] | -13% | -9% | 62%[activator] | -11% | -2%
Cn1nc(C(=O)NCc2cccs2)c2ccccc2c1=O | 6% | 12%[10 µM] | -7% | 1% | 12% | ? | 5%
COc1ccc2nc(NC3=NCCC3)sc2c1 | -10% | -58%[inhibitor][10 µM] | 7% | 0%[38.3 µM] | -4% | 2% | -3%
CCn1c(N2CCN(C(=S)NC)CC2)nc2ccccc21 | -9% | -9% | 7% | 5%[38.3 µM] | -25% | 21% | 1%
O=C(NCCN1CCOCC1)c1cc(S(=O)(=O)Nc2ccccc2F)c(Cl)cc1Cl | -1% | -8%[10 µM] | 4% | · | 14% | -4%[9.22 µM] | ·
CCOC(=O)C1=C(C)NC(C)=C(C(=O)OCC)C1/C=C/c1ccccc1OC | -10% | -4%[10 µM] | -20% | · | · | ? | -2%
Cc1ccc(S(=O)(=O)Nc2ccc(SC(F)F)cc2)c(C)c1 | -2% | -17%[10 µM] | -6% | 10% | 15% | -13% | -5%
NC(=O)c1ccccc1OC1CCC1 | -2% | 15%[10 µM] | -8% | · | 4% | 5%[9.22 µM] | ·
COc1cccc(C(=O)N(Cc2ccco2)Cc2cc3cccc(C)c3[nH]c2=O)c1 | -5% | -16% | 11% | · | · | -10% | 5%
O=C(c1ccc(Cl)cc1)C1CCCN(Cc2cccn2-c2ccccn2)C1 (stereo not drawn) | 8% | 2%[10 µM] | -7% | 18% | 9% | 4%[9.22 µM] | 4%
O=C(Nc1ccc2c(c1)OCO2)c1ccc(CN2CCOCC2)cc1 | -7% | 12%[10 µM] | 5% | -1%[38.3 µM] | 9% | 8% | -1%
COCCn1c(=O)c(-c2cn(C)c3ccccc23)nc2cnc(N3CCNCC3)nc21 | -8% | 20% | · | 13% | 4% | · | ·
CC1(O)N(CCC(=O)Nc2cccc(F)c2)C(=O)OC12CCCCC2 (stereo not drawn) | -1% | -14% | 4% | -8% | 0% | -8% | 0%
Cc1ccc(/C=N/Nc2cccc3cccnc23)c(O)c1 | 5% | 11% | ? | · | · | 3% | 0%
CC1CCN(CC(=O)Nc2ccc(Br)cc2[N+](=O)[O-])CC1 | -11% | -44%[inhibitor] | 7% | 6% | 6% | 12% | -4%
CCc1cc2c(=O)c(-c3nc4ccccc4n3C)c(C)oc2c(CN2CCOCC2)c1O | ? | -1%[10 µM] | 2% | -8% | 8% | -1% | -8%
Cn1nc(C(F)(F)F)cc1-c1ccc(/C=C(\C#N)C(=O)c2ccccc2)s1 | -1% | 15%[10 µM] | -9% | · | 45%[activator] | 0%[9.22 µM] | 0%
CC(/C=N/NC(=O)c1ccncc1)=C\c1ccccc1 | -1% | -60%[inhibitor] | 2% | 7%[38.3 µM] | 0% | 8% | 7%
Cn1c(SCC(=O)Nc2cccc(S(=O)(=O)N3CCOCC3)c2)nnc1-c1ccncc1 | 0% | -31%[inhibitor] | -1% | 0% | 12% | 12% | -5%
O=C(CSc1nnc(COc2cccc3cccnc23)o1)N1CCc2ccccc21 | -2% | -2% | 4% | -15%[38.3 µM] | 3% | 12% | 1%
Oc1ccccc1CNc1ncc(Br)cc1Br | 5% | -11% | -11% | -2%[38.3 µM] | 6% | 1% | 9%
CCN(CC)CCCNC(=O)c1cn(CCOC)c(=O)c2c1c1ccccc1n2C | 7% | -12% | -12% | -4%[38.3 µM] | 9% | 6% | ?
O=[N+]([O-])c1ccccc1CN1CCN(Cc2c[nH]c3ccccc23)CC1 | -5% | -109%[inhibitor] | 2% | 22% | -13% | 8.9µM* | -9%
CC(=O)N1c2ccccc2N(Cc2ccc([N+](=O)[O-])cc2)C(=O)C1(C)C | 8% | 30%[0.074 µM] | 1% | 14% | 5% | -7% | -5%
CC1=C(C(=O)OCC2CCCO2)C(c2ccc(C)o2)C2=C(CC(c3ccc(N(C)C)cc3)CC2=O)N1 (stereo not drawn) | 2% | 4%[0.074 µM] | -22% | 5% | -9% | -4% | -17%
CN(C(=O)CN1CCC(NC(=O)C2CCCCC2)CC1)C1CCCCC1 | 3% | -6% | 7% | 21%[38.3 µM] | -3% | 3% | -10%
Cn1ccnc1SCC(=O)Nc1nc2c(F)c(F)c(F)cc2s1 | 2% | -57%[inhibitor] | 12% | -1% | 13% | 12% | 3%
Cc1ccc2[nH]c3c(=O)n(Cc4ccccn4)cnc3c2c1 | 3% | -7%[10 µM] | -5% | -1% | 3% | -20% | 6%
CCOc1ccccc1Nc1nc2ccccc2n2cnnc12 | -1% | -2% | 4% | -11% | 2% | 11% | ?
O=C(Cn1nnc(-c2ccc(N3CCOCC3)cc2)n1)OC1CCCCC1 | -1% | -62%[inhibitor][10 µM] | 2% | 15%[38.3 µM] | 2% | 15% | -18%
O=C(CSc1nnc(CNc2cccc(C(F)(F)F)c2)n1Cc1ccco1)NCc1ccco1 | 4% | -11%[10 µM] | 1% | 7% | 9% | -27% | 4%

Random excerpt: 5 compounds from above.
SMILES | aGlu spleen mod | HTT cytoprotect | GAA glycogen mod | IMPase Li inh | GoLoco inh red | HTT aggregate | GAA inhib
Cc1ccc2[nH]c3c(=O)n(Cc4ccccn4)cnc3c2c1 | 3% | -7%[10 µM] | -5% | -1% | 3% | -20% | 6%
CC(/C=N/NC(=O)c1ccncc1)=C\c1ccccc1 | -1% | -60%[inhibitor] | 2% | 7%[38.3 µM] | 0% | 8% | 7%
O=C(CSc1nnc(CNc2cccc(C(F)(F)F)c2)n1Cc1ccco1)NCc1ccco1 | 4% | -11%[10 µM] | 1% | 7% | 9% | -27% | 4%
CN(C(=O)CN1CCC(NC(=O)C2CCCCC2)CC1)C1CCCCC1 | 3% | -6% | 7% | 21%[38.3 µM] | -3% | 3% | -10%
O=C(Cn1nnc(-c2ccc(N3CCOCC3)cc2)n1)OC1CCCCC1 | -1% | -62%[inhibitor][10 µM] | 2% | 15%[38.3 µM] | 2% | 15% | -18%
